# NPR2 activator – GC-B (human) receptor activation; P20594; HEK293-GC-B cells, CNP EC30, cGMP TR-FRET; 0% at EC30 CNP, 100% saturating CNP; activation, % at 10 µM; 370,000 tested, 0.11% active;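 active means activation at 10 µM reaching about 35% in either raw or pattern-adjusted values, limit read from the data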
# NPR1 activator – GC-A (human) enzyme activation. 370,000 tested, 0.14% active. activation, % at 10 µM. P16066. HEK293 GC-A cells, cGMP TR-FRET, EC30 ANP; 0% at EC30 ANP, 100% saturating ANP; in the data active means activation above about 40%
# ASAP1 inh – inhibitors of human ASAP1 ArfGAP activity | ASAP1-stimulated ARF1 GTP hydrolysis, GDP FP detection | Q9ULH1 | 360,000 tested, 0.19% active | inhibition, % at 16.5 µM; in the data active means inhibition above about 25%;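 further: 0% = vehicle with enzyme and substrate and 100% = no enzyme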
# Target sequence (Q9ULH1 325-724 limits assumed): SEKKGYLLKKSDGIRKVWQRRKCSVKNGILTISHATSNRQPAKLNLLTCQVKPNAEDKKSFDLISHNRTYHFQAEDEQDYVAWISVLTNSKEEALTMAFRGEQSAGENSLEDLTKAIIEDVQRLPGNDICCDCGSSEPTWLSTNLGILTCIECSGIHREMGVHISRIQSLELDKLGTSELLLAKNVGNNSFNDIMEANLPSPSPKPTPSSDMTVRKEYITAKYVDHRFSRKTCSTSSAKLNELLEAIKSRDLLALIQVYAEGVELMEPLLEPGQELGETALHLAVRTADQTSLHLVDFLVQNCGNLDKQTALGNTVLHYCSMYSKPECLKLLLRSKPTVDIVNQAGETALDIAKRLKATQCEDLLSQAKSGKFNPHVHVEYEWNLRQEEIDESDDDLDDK
# ABHD4 inh – inhibits mouse alpha/beta hydrolase domain 4; Q8VD66; AID 720543; inhibition, % at 8.92 µM; 370,000 tested, 0.54% active; purified mABHD4, FP-Rh probe fluorescence polarization;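 active means inhibition exceeding the mean over every tested compound plus 3 SD, cut at about 30% in these data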;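 further: 0% = plate median of compound wells and 100% = S159A mutant with DMSO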
#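 Assay system: mABHD4 protein; medium: HEPES pH 7.0, NaCl, Pluronic buffer; dosing: 8.92 µM, single dose; schedule: 45 min + 60 min at 25 °C; signal: FP readout, ex 525 nm / em 598 nm; read-out: normalized percent inhibition of probe labeling; repeats: single replicate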
# rCAG RNA binder – molecules binding r(CAG) RNA repeats. r(CAG) RNA repeat, TO-PRO-1 dye displacement fluorescence. inhibition, % at 3 µM. 370,000 tested, 1.3% active;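 active means inhibition above the plate cutoff, the mean of all test compounds on that plate plus 3 SD, cut at about 35% in these data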;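 further: 0% = DMSO alone and 100% = 100 µM mitoxantrone as full dye displacement; higher means more dye released from RNA so lower well fluorescence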
# PG9 binder – small molecules binding HIV-1 gp120 antibody PG9. TR-FRET gp120-PG9 antibody binding. inhibition, % at 6.7 µM. 360,000 tested, 0.43% active. AID 624416; in the data active means inhibition above about 8.5%
# SMARCA2 activ – activators of SMARCA2 function. MG213 cells, MMTV-luciferase reporter, dexamethasone, overnight. activation, % at 9.1 µM. 370,000 tested, 1% active; in the data active means activation above about 7.8%;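 further: 0% = vehicle wells and 100% = reference activator wells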
# ARFGAP1 inh – inhibits rat ARF GTPase activating protein 1. Q62848. Arfgap1-stimulated ARF1 GTP hydrolysis, GDP FP detection. inhibition, % at 16.5 µM. 360,000 tested, 0.26% active. AID 651572;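 active means inhibition above a per-plate limit, mean inhibition of low control wells plus 3 SD, cut at about 25% in these data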;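 further: 0% = DMSO wells with enzyme and 100% = wells lacking Arfgap1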
# Target sequence (Q62848 1-136 limits assumed): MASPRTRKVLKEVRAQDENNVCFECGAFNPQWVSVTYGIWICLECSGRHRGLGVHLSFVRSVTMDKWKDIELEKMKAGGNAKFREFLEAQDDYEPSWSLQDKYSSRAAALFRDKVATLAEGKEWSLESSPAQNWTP
#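 system = rat Arfgap1 catalytic domain, aa 1-136 | technique = FP, GDP Alexa 633 tracer displaced from anti-GDP antibody, 620/688 nm | compound = one concentration, 16.5 µM, DMSO 1.26% | medium = HEPES-based buffer, pH 7.5 | timing = compound-enzyme preincubation 20 min, reaction 120 min, detection 60 min, 25 °C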
# NR1D1 modulator – modulators of human Rev-erb alpha DNA binding; 370,000 tested, 0.79% active; Rev-erbα–FITC-DNA binding, fluorescence polarization, 90 min; activity, % at 10 µM;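 active means activity above about 14%, limit read from the data; passing the limit was not always enough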;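 further: 0% = DMSO wells with 35 nM protein and 100% = DMSO wells with 750 nM protein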
# HTRA1 inhibitor – HTRA1 (human) protease inhibition; Q92743; recombinant HTRA1, FP-rhodamine activity-based probe, fluorescence polarization; inhibition, % at 5.96 µM; 340,000 tested, 0.5% active; AID 504803; in the data active means inhibition above about 36%;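 further: 0% = enzyme with DMSO and 100% = wells lacking enzyme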
# Target sequence (Q92743 whole entry, looked up): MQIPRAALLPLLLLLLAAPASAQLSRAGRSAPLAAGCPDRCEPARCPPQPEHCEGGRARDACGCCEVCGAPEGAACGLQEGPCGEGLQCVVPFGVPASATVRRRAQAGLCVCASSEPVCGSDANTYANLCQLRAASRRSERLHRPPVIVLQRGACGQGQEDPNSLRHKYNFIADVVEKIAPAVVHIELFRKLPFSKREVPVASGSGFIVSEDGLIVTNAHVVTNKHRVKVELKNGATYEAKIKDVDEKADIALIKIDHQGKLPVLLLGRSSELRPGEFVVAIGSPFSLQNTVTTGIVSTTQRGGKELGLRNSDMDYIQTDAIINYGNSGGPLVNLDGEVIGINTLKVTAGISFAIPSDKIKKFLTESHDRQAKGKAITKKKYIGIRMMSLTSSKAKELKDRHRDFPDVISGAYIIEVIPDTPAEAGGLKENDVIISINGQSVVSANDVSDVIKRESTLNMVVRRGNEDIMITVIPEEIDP
# Starred values were filed as active, the others as inactive; . = not tested or not shown. An unsorted share of the library (roughly 4.4% active in at least one column).
smiles	NPR2 activator	NPR1 activator	ASAP1 inh	ABHD4 inh	rCAG RNA binder	PG9 binder	SMARCA2 activ	ARFGAP1 inh	NR1D1 modulator	HTRA1 inhibitor
CCOc1ccc(N(CC)C(=O)CCNC(=O)Cn2ccc3ccccc3c2=O)cc1	-3	-4	16	-23	-5	-0.8	-3	-2	3	10
CN(C)S(=O)(=O)c1ccc(N2CCCC2)c(C(=O)Nc2nc3ccccc3s2)c1	4	6	-15	7	5	0.0	1	16	2	-16
Cn1nc(C(C)(C)C)c([N+](=O)[O-])c1C(N)=O	3	1	-5	5	3	-1.3	1	3	4	6
C/C(=N\N=C(N)N)c1ccc(C)c(C)c1	1	-3	-12	-3	6	-0.7	-1	3	2	1
CCOC(=O)c1c(NC(=O)C2CC2)sc(C)c1CC	0	-2	-2	0	-1	-1.8	3	-8	3	-6
CN(Cc1ccc(Br)s1)C(=O)CNC(=O)c1ccc2c(c1)OCO2	-6	-1	15	8	-3	0.0	-2	-14	-3	3
Cc1ccc(NC(=O)CS(=O)CC(=O)N(CC(=O)NC2CCCC2)c2ccc3c(c2)OCCO3)cc1 (stereo unspecified)	0	-3	11	6	-6	-0.3	-1	7	-2	2
Clc1ccc(Oc2cnc3ccccc3n2)cc1	-5	4	-7	-2	-2	-0.3	1	2	5	-10
CCc1ccc(OCCOCC(O)CN(CCO)CCO)cc1 (stereo unspecified)	6	1	-1	-2	-3	-0.8	-2	6	-3	2
Cn1c(SCC(=O)NCc2cccs2)nnc1-c1ccco1	5	1	-8	0	2	-1.3	3	5	4	-4
CC1(C)Cc2c(sc(NC(=O)Nc3ccccc3)c2C(N)=O)CO1	-4	-2	16	-6	6	0.5	2	-6	1	-4
CC(C)CC(NC(=O)C1CCCN1C(=O)CNC(=O)OCc1ccccc1)C(=O)O (stereo unspecified)	7	-1	-12	4	3	-2.2	-1	-1	10	6
Oc1ccc(C[C@H]2CNC(=S)N2CC2CCCN2C[C@H](Cc2ccc(O)cc2)N2C[C@H](Cc3ccccc3)N(CCc3ccccc3)C2=S)cc1 (stereo partly specified)	7	-1	1	-17	14	-0.2	-4	5	0	-60
O=Cc1ccc(-c2cccs2)s1	-5	-3	-2	-8	0	-5.7	1	1	-4	1
COc1ccc(-c2ccc(SCC(=O)Nc3nccs3)nn2)cc1OC	6	4	-3	-2	2	4.7	2	6	-2	4
Cc1ccc(NC(=O)CCc2nnc3ccc(N4CCC5(CC4)OCCO5)nn23)nc1	-6	-3	1	5	-3	-0.7	1	7	-8	3
COc1ccc(S(N)(=O)=O)cc1C(=O)OCC(=O)N1CC(=O)Nc2ccccc21	0	-2	13	-2	4	-1.4	-3	-10	2	-1
CCOC(=O)c1cccc(NC(=O)CCc2nc(-c3ccc(C)cc3)no2)c1	-7	-4	7	-6	-4	-0.8	0	0	1	-36
Cc1ccc(NC(=O)CN2CCCCCC2)cc1[N+](=O)[O-]	5	-3	-8	6	-4	-0.1	0	-9	-2	-3
O=S(=O)(c1ccc(-c2ccno2)s1)N1CCCCC1	-1	0	3	-4	0	-0.3	4	4	-4	-1
CCOc1ccc(CNC(=O)CCC(=O)N2Cc3cccc(OC)c3Oc3ncccc32)cc1	-2	1	-2	0	-4	0.5	1	-2	-4	6
CC(NC(=O)C1CCC(C)(C(=O)O)C1(C)C)c1ccccc1 (stereo unspecified)	-3	4	11	2	1	-0.9	1	0	1	4
CC(C)OC(=O)C1=C(N)N2C(=O)CSC2=C(C(=O)OC(C)C)C1	-5	-1	3	0	9	-2.9	-1	13	-3	0
c1ccc(-c2nn3nnnc3c3ccccc23)cc1	-4	-5	5	-1	2	0.0	1	-1	0	-5
O=C(N[C@H](C(=O)N1CCC[C@H]1C(=O)NC1CCCC1)C1CCCCC1)c1ccc(Cl)cc1Cl	1	3	14	-1	0	0.1	2	5	4	.
CCOC(=O)N1CCC(=NNC(=O)COc2ccc(OC)cc2)CC1	2	1	11	-3	2	3.4	-2	-1	-1	0
O=C(O)c1cccc(N2C(=O)c3cc4cccc(Br)c4cc3C2=O)c1	8	9	-8	-3	2	14*	1	0	5	0
O=C1C=CC2C3C(=O)N(c4ccccc4)C(=O)C3C1N2Cc1ccccc1 (stereo unspecified)	-6	-25	3	-13	2	0.1	-10	-7	-5	0
O=C(CSc1ccc(-c2ccccc2)nn1)c1cccs1	-3	-10	-16	-9	1	-0.2	7	2	0	-7
CC1(C(=O)NS(=O)(=O)C2CC2)CCN(C(=O)c2cc3ccccc3s2)C1 (stereo unspecified)	-5	1	0	3	3	1.0	-2	-1	-2	.
CCCn1c(C2CCCN2c2nc(-c3cccc(Br)c3)cs2)nc2ccccc21 (stereo unspecified)	-11	-7	-6	-1	4	0.4	-1	3	3	-47
COc1cccc(N(CC(=O)NCCSc2ccccn2)S(C)(=O)=O)c1	3	0	8	5	-4	3.5	-2	-8	0	5
C=CCN1C(=O)C(Cc2ccccc2)S/C1=N/N=C/c1cccs1 (stereo unspecified)	1	2	-9	-18	-1	0.5	3	6	5	-15
c1ccc(-c2nnsc2Sc2ccccn2)cc1	2	-2	-13	-6	5	0.8	4	9	6	-17
O=C(NC1CCCCC1)C(c1ccc(F)cc1)N(Cc1cccs1)C(=O)CN1C(=O)c2ccccc2S1(=O)=O (stereo unspecified)	7	-4	21	-5	5	-0.5	-4	-3	6	-5
N#Cc1c(N)n(-c2ccccc2N)c2nc3ccccc3nc12	-4	-1	-6	2	2	-0.7	1	3	-5	16
CCOc1ccc(CCN2C(=S)N([C@@H](Cc3ccccc3)CN3CCCC3CN3C(=S)NC[C@@H]3Cc3ccccc3)C[C@@H]2Cc2ccc(O)cc2)cc1 (stereo partly specified)	0	7	20	-8	14	-0.9	0	-3	-5	.
CCOC(=O)c1ccc(N2C(=O)CC(Sc3nc(O)c(CC)c(=O)[nH]3)C2=O)cc1 (stereo unspecified)	-3	-1	-24	-9	1	-3.1	1	1	-8	5
OCCCc1nc2ccccc2n1Cc1ccccc1	-3	0	1	-1	-5	0.5	3	9	-6	5
Cc1ccc(NC(=O)c2ncn(CCCN3CCN(c4ncccn4)CC3)n2)cc1C	2	1	7	5	1	-2.2	-3	-8	-5	0
O=C(Nc1ccc(Cl)cc1)N1CCCC1	0	-1	.	.	.	.	.	.	-3	5
CC(C)n1c(N2CCN(C(=O)Nc3ccc(F)cc3F)CC2)nc2ccccc21	-4	-6	4	0	-5	-0.2	6	14	0	-3
Cc1ccc(NC(=O)c2cc(-c3ccc(C)c(C)c3O)n[nH]2)cc1C	3	-1	1	-2	3	-1.6	-1	11	-8	-41
COCCN(Cc1ccc(C)cc1)C(=O)[C@H]1O[C@@H](n2cnc3c(N)ncnc32)[C@H](O)[C@@H]1O	-3	2	16	-6	0	0.0	-3	-5	1	.
Cc1ccc(S(=O)(=O)N2CCN(C)CC2)cc1[N+](=O)[O-]	1	2	.	.	.	.	.	.	4	-1
COc1cc(/C=N/N(C)c2ccccc2)cc(Cl)c1O	-5	-2	4	26	15	-2.3	2	-2	5	25
Cc1ccc(-n2c(=O)c3c(C)c(C)sc3n(Cc3cc(=O)n4ccccc4n3)c2=O)cc1C	4	4	2	0	1	-0.2	-3	11	0	-12
COC(=O)c1ccc(CCc2cc(O)c(Br)cc2O)cc1	6	5	2	2	6	-0.8	-1	3	3	-5
Cc1ccc(N(CC(=O)Nc2ccc(F)cc2)S(=O)(=O)N2CCCC2)cc1	1	2	-11	-5	-1	-1.0	3	10	-3	-12
COC(=O)[C@@H]1C[C@@]2(O)[C@H](O)[C@H](O)[C@H](O)C[C@H]2N1Cc1ccc(-c2ccccc2)cc1	3	4	10	-3	-4	-1.5	2	-6	1	0
Cc1ccc(C(=O)OCC(=O)Nc2ncc(C(F)(F)F)cc2Cl)cc1NC(=O)c1ccco1	2	-1	7	1	8	-0.3	-2	4	0	-12
c1coc(Cn2c(-c3ccco3)nc3ccccc32)c1	-1	0	6	12	2	2.4	4	5	-6	-1
CC(C)(C)OC(=O)C1[C@H](O)C=CC[C@H]1S(=O)c1ccccc1 (stereo partly specified)	0	3	.	6	.	.	.	.	7	.
O=C(O)c1cc2ccccc2cc1Nc1ccccc1	5	-2	2	22	22	-0.8	-3	9	5	-5
COc1ccc(Cc2nnc(Nc3ccc(C)cc3)o2)cc1OC	3	7	-4	-7	-4	-1.0	-1	-4	4	0
O=C(CSc1ncccn1)NCc1ccccc1	0	5	21	3	3	-0.4	3	-7	5	1
Fc1ccc(Cn2cc(C(=S)N3CCOCC3)c3ccccc32)cc1	3	1	-3	-13	1	0.1	-1	7	-4	-5
O=C(c1ccc(Br)cc1)N1CCCC(c2nc(-c3cccs3)no2)C1 (stereo unspecified)	-7	-3	9	-3	-3	0.0	-5	1	2	2
CC(=O)N1CCCc2cc(S(=O)(=O)NCCC3=CCCCC3)ccc21	-5	-1	-5	-3	-3	-1.1	-1	-1	4	-3
O=C(N/N=C/c1cccnc1)c1ccc(CN2c3cccc4cccc(c34)S2(=O)=O)cc1	-5	-10	2	-40	8	0.3	-2	-2	2	-61

# More entries:
smiles	NPR2 activator	NPR1 activator	ASAP1 inh	ABHD4 inh	rCAG RNA binder	PG9 binder	SMARCA2 activ	ARFGAP1 inh	NR1D1 modulator	HTRA1 inhibitor
O=C(COC(=O)c1ccccc1[N+](=O)[O-])Nc1cccnc1Cl	-3	0	3	4	0	-0.4	2	-14	-5	2
O=C(c1ccc(-c2nnc(Nc3cccc(Cl)c3)c3ccccc23)cc1)N1C[C@H]2C[C@H](C1)c1cccc(=O)n1C2	5	2	-1	-32	5	-1.5	-1	1	2	-32
Cc1ccc(S(=O)(=O)NN2C(=O)c3ccccc3NC2c2ccccc2)cc1 (stereo unspecified)	-6	-10	-6	2	0	-3.5	-4	-1	3	-4
CCOc1ccccc1-n1c(SCC(=O)N(CC)CC)nnc1-c1ccccn1	4	2	-7	3	-9	-3.1	-2	-7	2	-1
COc1cc(CNc2ncnc3c2ncn3[C@H]2CN(Cc3ccc4c(c3)OCO4)C[C@@H](CO)O2)cc(OC)c1OC	0	-2	-5	-13	2	0.9	1	4	-2	.
Cc1nc(-c2coc3cc(OCC(=O)O)ccc3c2=O)cs1	0	5	4	8	1	-2.3	0	0	1	-3
COCCNC(=O)Cc1ccc(Br)cc1	10	2	21	5	-1	-0.4	-1	-2	-2	0

# An excerpt from above in order of the ASAP1 inh value, low to high:
SMILES | ASAP1 inh
Cc1ccc(S(=O)(=O)NN2C(=O)c3ccccc3NC2c2ccccc2)cc1 (stereo unspecified) | -6
Cc1nc(-c2coc3cc(OCC(=O)O)ccc3c2=O)cs1 | 4
COCCNC(=O)Cc1ccc(Br)cc1 | 21

# Bioassay records: PubChem, several laboratories
